Compound activity deposited in PubChem BioAssay by several laboratories.
Platelet DG rel: modulates dense granule release in human platelets. human platelet-rich plasma, SFLLRN dense granule ATP release, luminescence. actives 0.22% (n = 300,000). inhibition, %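 (compounds screened at 7.5 µM in platelet-rich plasma)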. AID 1663;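 active = mean replicate score, as percent of positive control, at or above 50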
MrgX1 ag: human MrgX1 receptor agonism, primary screen. MrgX1-HEK293 cells, Fluo-4 calcium fluorescence, agonist mode; active compounds read high. B-score at 10 µM. actives 0.44% (n = 310,000). AID 588627;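 active = calcium response B-score plate-corrected fluorescence ratio at least 3 library SD, with starting fluorescence B-score inside 5 SD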
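Assay system: MrgX1-expressing HEK293 cells / Amount: fifteen thousand cells per well / Doses: test compound in the initial addition of three / Timing: cells plated overnight, dye loaded 0.5 h 37 °C, 0.5 h room temperature / Technique: kinetic calcium dye fluorescence, Fluo-4 NW / Control set: positive and negative controls per plate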
MrgX1 allo act: allosterically activates human MrgX1 receptor signaling | MrgX1-HEK293, Fluo-4 calcium flux, FDSS; active compounds read high | B-score at 10 µM | AID 588675 | actives 0.63% (n = 310,000);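 active = plate-corrected calcium response at least 3 library SD above typical, normal starting fluorescence, not activating the receptor alone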;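 also: compound read alongside a low EC10 to EC30 dose of BAM8-22 agonist; peak minus trough fluorescence over baseline measured at the second addition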
TRPC6 act: activates the mouse TRPC6 cation channel. Q61143. HEK293-TRPC6 membrane potential dye fluorescence; active compounds read high. B-score at 10 µM. actives 0.13% (n = 310,000);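 active = B-score of the integrated fluorescence ratio above library mean plus 3 SD, and starting fluorescence ratio within library mean plus 5 SD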;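 also: higher score means more depolarization so channel activation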
Target sequence (Q61143 whole entry, looked up): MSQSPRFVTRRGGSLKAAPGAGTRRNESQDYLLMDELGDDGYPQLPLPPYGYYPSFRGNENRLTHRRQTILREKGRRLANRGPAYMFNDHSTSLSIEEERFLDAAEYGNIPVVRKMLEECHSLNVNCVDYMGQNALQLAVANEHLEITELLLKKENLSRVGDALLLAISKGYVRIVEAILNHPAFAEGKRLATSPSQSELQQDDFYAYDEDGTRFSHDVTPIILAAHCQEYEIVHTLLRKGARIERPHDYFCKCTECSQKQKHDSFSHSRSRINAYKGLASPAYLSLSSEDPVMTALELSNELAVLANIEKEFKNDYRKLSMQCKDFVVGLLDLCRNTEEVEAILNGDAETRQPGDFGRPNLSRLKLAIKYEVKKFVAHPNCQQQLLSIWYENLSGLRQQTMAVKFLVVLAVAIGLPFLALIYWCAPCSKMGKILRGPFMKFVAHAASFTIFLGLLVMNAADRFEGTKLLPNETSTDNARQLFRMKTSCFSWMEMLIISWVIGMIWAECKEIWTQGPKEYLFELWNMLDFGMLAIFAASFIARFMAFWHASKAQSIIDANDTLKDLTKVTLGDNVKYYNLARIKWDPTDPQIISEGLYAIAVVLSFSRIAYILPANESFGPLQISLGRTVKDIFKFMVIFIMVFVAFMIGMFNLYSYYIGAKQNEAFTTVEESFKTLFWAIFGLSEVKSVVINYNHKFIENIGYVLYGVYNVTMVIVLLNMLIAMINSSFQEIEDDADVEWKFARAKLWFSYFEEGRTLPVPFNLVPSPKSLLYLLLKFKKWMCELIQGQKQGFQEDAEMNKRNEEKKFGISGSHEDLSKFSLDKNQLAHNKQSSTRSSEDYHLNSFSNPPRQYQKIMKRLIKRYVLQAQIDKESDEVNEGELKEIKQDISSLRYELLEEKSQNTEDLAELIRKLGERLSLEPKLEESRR
RGS4 block: inhibitors of human RGS4 | AID 463165 | HEK293 M3R/RGS4 inducible, Fluo-4 calcium flux; active compounds read high; triggered by carbachol at its EC20 | actives 0.45% (n = 310,000) | B-score at 10 µM;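 active = B-score, a plate-corrected calcium signal, over three deviations above library mean, with baseline fluorescence within five deviations of library mean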;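 also: RGS4 expression induced by doxycycline in cells with stable M3 receptor; B-score is computed from the integrated fluorescence ratio over baseline after carbachol; higher B-score means a larger calcium signal and so more RGS4 inhibition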
Target sequence (P49798 whole entry, looked up): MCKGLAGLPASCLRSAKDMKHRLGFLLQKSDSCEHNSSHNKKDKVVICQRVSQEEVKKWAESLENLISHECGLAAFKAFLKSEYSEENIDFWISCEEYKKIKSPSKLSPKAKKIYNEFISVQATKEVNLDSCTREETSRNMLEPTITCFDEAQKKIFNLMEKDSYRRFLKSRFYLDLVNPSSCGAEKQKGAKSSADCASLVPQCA
RGS4 pot: potentiators or activators of RGS4. B-score at 10 µM. AID 463111. HEK293 M3R/inducible RGS4, carbachol calcium flux Fluo4; active compounds read low. actives 0.92% (n = 310,000);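 active = B-score of the integrated calcium signal more than 4 SD below the library mean, with starting fluorescence not abnormally high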;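 also: negative B-score means reduced calcium response which marks RGS4 activation or potentiation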
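Material: Inducible-RGS4 HEK293 cells carrying M3 receptor; also added: carbachol at ECmax as muscarinic agonist stimulus; incubation: compound preincubation 20 min at room temperature before agonist; signal: Fluo4-AM (2 µM) calcium-flux fluorescence, kinetic read; measure: integrated calcium ratio converted to B score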
SKKanGAS inh: SKKanGAS growth inhibition; S. pyogenes SKKanGAS, kanamycin growth, BacTiter-Glo, 6 h; inhibition, % at 7.5 µM; actives 1.3% (n = 300,000);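 active = mean replicate score, as percent of positive control median, at least 50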;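 also: strain carries kanamycin resistance gene driven by streptokinase promoter and grows in 40 µg/ml kanamycin; loss of luminescence reflects streptokinase promoter inhibition or plain growth inhibition; 0% = median of DMSO wells and 100% = positive control at its reference dose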
TRPC6 inhibitor: mouse TRPC6 channel inhibition. Q61143. HEK293-TRPC6, membrane potential dye, ACh-evoked depolarization; active compounds read low. B-score at 10 µM. actives 1.1% (n = 310,000). AID 2553;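 active = B-score under library mean minus 3 SD, initial fluorescence not abnormally high, positive integrated signal ratio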;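 also: B-score derived from integrated fluorescence ratio over the kinetic read; more negative B-score means stronger inhibition of depolarization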
MrgX1 antag: blocks BAM8-22 activation of human MrgX1 receptor. Q96LB2. MRGX1-HEK293 calcium flux, Fluo-4, BAM8-22 antagonism; active compounds read low. B-score at 10 µM. actives 1.3% (n = 310,000);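 active = calcium-response B-score plate-corrected more than 3 library SD below zero, starting fluorescence within 5 deviations, no agonist response on first addition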;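 also: peak minus trough fluorescence over baseline after final BAM8-22 challenge near maximal dose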
HIF activator: HIF pathway transcriptional activation; U2OS HRE-luciferase reporter, luminescence; normalized: DMSO 0%, desferrioxamine 100%; activation, % at 7.5 µM (by protocol); actives 0.32% (n = 300,000); AID 1910;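 active = mean activation of at least 10% of the iron chelator positive control signal, with at least half of replicates also reaching 10%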
TRPC4 inh: TRPC4 (mouse) channel inhibition. B-score at 10 µM. HEK293 TRPC4beta/mu-opioid, DAMGO-evoked Fluo4 calcium flux; active compounds read low. Q9QUQ5. actives 0.39% (n = 300,000);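 active = B-score over 3 SD under the library average, no early fluorescence shift, positive overall ratio signal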
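test system = HEK293 cells with stable TRPC4beta plus mu-opioid receptor expression | detection = Fluo4 Ca2+ flux fluorescence | read-out = integrated fluorescence ratio relative to baseline, converted to per-well B score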
* = called active by the depositor; i = inactive.

SMILES | Platelet DG rel | MrgX1 ag | MrgX1 allo act | TRPC6 act | RGS4 block | RGS4 pot | SKKanGAS inh | TRPC6 inhibitor | MrgX1 antag | HIF activator | TRPC4 inh
CCC(=O)N1CCc2cc(S(=O)(=O)N3CCN(c4ccccc4)CC3)ccc21 | 2 | i | i | i | i | i | 1 | i | i | -0.1 | i
O=C(NC(=S)N1CCN(c2ccc(C(F)(F)F)cc2[N+](=O)[O-])CC1)c1cccs1 | 16 | i | i | i | i | i | 87* | i | i | -6.5 | i
Brc1ccccc1C1Nc2cccc3cccc(c23)N1 | -5 | i | 12* | i | i | i | 57* | i | i | 0.0 | i
O=C(Nc1ncccn1)c1cccc(Cl)c1 | 9 | i | i | i | i | i | -2 | i | i | -0.1 | i
COc1ccc(CNC(=O)CSc2ncnc3nc[nH]c23)cc1 | 18 | i | i | i | i | i | -4 | i | i | -0.7 | i
COCCNC(=O)[C@H](CSCc1ccccc1)N1Cc2ccccc2C1=O | -2 | i | i | i | i | i | -2 | i | i | 0.2 | i
CC(OC(=O)/C=C/c1cccc(F)c1)C(=O)NC1CCCCC1C (stereo not drawn) | 5 | i | i | i | i | i | -2 | i | i | -0.4 | i
S=C(N=Nc1ccccc1)NNc1ccccc1 | 4 | i | i | i | i | i | 6 | i | i | 0.5 | i
COc1ccc(CCNC(=O)CCNC(=O)c2ccccc2Cl)cc1 | 16 | i | i | i | i | i | 0 | i | i | -0.3 | i
CCOC(=O)C1(CCc2ccccc2)CCN(Cc2cnc(N(C)C)s2)CC1 | -3 | i | i | i | i | i | -7 | i | i | -1.5 | i
O=C(OCCCC(=O)N1CCOCC1)c1ccccc1 | -4 | i | i | i | i | i | 2 | i | i | 0.2 | i
CS(=O)(=O)Nc1ccccc1C(=O)NCCSc1ccc(Cl)cc1 | -1 | i | i | i | i | i | -8 | i | i | -1.6 | i
O=C1CC(NCCC2=CCCCC2)C(=O)N1c1cccc(Cl)c1Cl (stereo not drawn) | -2 | i | i | i | i | i | -2 | i | i | -0.6 | i
COC(=O)[C@H](Cc1ccccc1)NC(=O)C1CCN(C(=O)[C@H](C)NS(=O)(=O)c2ccc(C)cc2)CC1 | -4 | i | i | i | i | i | 4 | i | i | -0.4 | i
COCCNC(=O)/C(C#N)=C/c1cn(CC(=O)NCc2ccco2)c2ccccc12 | 2 | i | i | i | i | i | 4 | i | i | 0.2 | i
Cc1cc(OCc2cc(C(=O)NC3CCC3)no2)cc(C)c1Cl | -2 | i | i | i | i | i | -6 | i | i | -0.7 | i
COc1ccc(NC(=O)C(=O)NCCN2CCN(C(=O)c3cccs3)CC2)cc1 | -1 | i | i | i | i | i | 9 | i | i | -0.1 | i
Cc1cccc(NS(=O)(=O)c2cccc3nonc23)c1 | 3 | i | i | i | i | i | 0 | i | i | -1.6 | i
O=C(NCc1ccccn1)c1ccc(COc2ccc(Cl)cc2)o1 | -1 | i | 7.3* | i | i | i | -2 | i | i | -0.3 | i
O=C(CN1C(=O)c2ccccc2S1(=O)=O)Nc1ccc(S(=O)(=O)N2CCCC2)cc1 | 2 | i | i | i | i | i | 4 | i | i | -0.4 | i
O=C(NCc1ccccn1)C(=O)Nc1nc(C23CC4CC(CC(C4)C2)C3)cs1 | 3 | i | i | i | i | i | 75* | i | i | -0.3 | i
O=C(Nc1nc(=S)ss1)c1c(F)cccc1F | -8 | i | i | i | i | i | 5 | i | i | 0.5 | i
CCN(c1cccc(C)c1)S(=O)(=O)c1cc(CN2C(=O)c3cccnc3C2=O)ccc1OC | 2 | i | i | i | i | i | 1 | i | i | 0.0 | i
COc1cccc(-n2c(SC3CCOC3=O)nc3ccccc3c2=O)c1 (stereo not drawn) | 6 | i | i | i | i | i | 5 | i | i | 0.4 | i
CCN1/C(=C\C(C)=O)Sc2ccc(OC)cc21 | -1 | i | i | i | i | i | -8 | i | i | -0.4 | i

Entries of single compounds, quoted from the list. Values in the order: Platelet DG rel, MrgX1 ag, MrgX1 allo act, TRPC6 act, RGS4 block, RGS4 pot, SKKanGAS inh, TRPC6 inhibitor, MrgX1 antag, HIF activator, TRPC4 inh
COC(=O)[C@H](Cc1ccccc1)NC(=O)C1CCN(C(=O)[C@H](C)NS(=O)(=O)c2ccc(C)cc2)CC1 across the screens: -4, i, i, i, i, i, 4, i, i, -0.4, i
Cc1cc(OCc2cc(C(=O)NC3CCC3)no2)cc(C)c1Cl across the screens: -2, i, i, i, i, i, -6, i, i, -0.7, i
COCCNC(=O)[C@H](CSCc1ccccc1)N1Cc2ccccc2C1=O across the screens: -2, i, i, i, i, i, -2, i, i, 0.2, i
O=C(NCc1ccccn1)c1ccc(COc2ccc(Cl)cc2)o1 across the screens: -1, i, 7.3*, i, i, i, -2, i, i, -0.3, i

Carrying on:
SMILES | Platelet DG rel | MrgX1 ag | MrgX1 allo act | TRPC6 act | RGS4 block | RGS4 pot | SKKanGAS inh | TRPC6 inhibitor | MrgX1 antag | HIF activator | TRPC4 inh
CC1(C)NC(=O)N(CC(O)COc2ccc(-c3ccc(C#N)cc3)cc2)C1=O (stereo not drawn) | 5 | i | i | i | i | i | 24 | i | i | 0.5 | i
CC(=O)C1C(c2ccc([N+](=O)[O-])cc2)C2C(C)=NN=C2CC1(C)O (stereo not drawn) | 0 | i | i | i | i | i | 0 | i | i | 0.3 | i
COc1ccc(CNC(=O)CN2C(=O)C3C4C=CC(C4)C3C2=O)cc1 (stereo not drawn) | 2 | i | i | i | i | i | 2 | i | i | 0.2 | i
COc1ccc(C(=O)NCC2OCCc3ccccc32)cc1OC (stereo not drawn) | -2 | i | i | i | i | i | -4 | i | i | -0.1 | i
CCOC(=O)c1sc2nc(C)nc(SCC(=O)N(CC)C3CCS(=O)(=O)C3)c2c1C (stereo not drawn) | 1 | i | i | i | i | i | 3 | i | i | -0.1 | i
CCNC(=O)COC(=O)COc1ccc(Cl)cc1C | -33 | i | i | i | i | i | 0 | i | i | -0.5 | i
COc1ccc(-c2oc3ncnc(NCCCO)c3c2-c2ccc(OC)cc2)cc1 | 6 | i | i | i | i | i | 33 | i | i | -4.6 | i
O=S(=O)(Cc1ccc(Cl)cc1)N1CCN(c2ncccn2)CC1 | -17 | i | i | i | i | i | 1 | i | i | 0.3 | i
Cc1noc(/C=C/c2ccco2)c1S(=O)(=O)N1CCC(C(=O)NCc2ccco2)CC1 | -4 | i | i | i | i | i | 10 | i | i | -0.8 | i
Cc1cccc2c(C(=O)Nn3cnnc3)cc(-c3ccccc3Cl)nc12 | 2 | i | i | i | i | i | 15 | i | i | -0.9 | i
COc1ccccc1OCc1nc(C#N)c(N2CCC(C(N)=O)CC2)o1 | 0 | i | i | i | i | i | 1 | i | i | -0.3 | i
CC(=O)Nc1ccccc1NC(=O)C/C(C)=N/NC(=O)C1CCCCC1 | 6 | i | i | i | i | i | 2 | i | i | 0.0 | i
CCN1C(=O)C(CC(=O)Nc2ccc(OC)cc2)N(Cc2cccnc2)C1=S (stereo not drawn) | -2 | i | i | i | i | i | -3 | i | i | 0.2 | i
CCOC(=O)CC(=O)CSc1nc(-c2cccnc2)cc(C)c1C#N | 3 | i | i | i | i | i | 23 | i | -4.9* | 0.4 | i
CCN(CC)S(=O)(=O)c1cc([N+](=O)[O-])ccc1N=Nc1c(O)n(C)c2ccccc12 | 13 | i | i | i | i | i | 2 | i | i | 0.7 | i
CCOC(=O)C1CCN(Cc2nc3ccccc3c(=O)n2-c2ccc(F)cc2)CC1 | -4 | i | i | i | 5.4* | i | -10 | i | i | 0.0 | i
CCOC(=O)c1cccc(NC(=O)CSc2nnnn2C)c1 | -2 | i | i | i | i | i | 0 | i | i | 1.0 | i
O=C(CCc1nnc(C2CCCCC2)o1)NCc1ccc(F)c(F)c1 | 1 | i | i | i | i | i | 5 | i | i | -0.2 | i
COc1ccc(NS(=O)(=O)c2cccc(C(=O)NNC(=O)c3cccn3C)c2)cc1 | -2 | i | i | i | i | i | 1 | i | i | -0.7 | i
COC(=O)c1ccc(CSc2ncnc3ccccc23)o1 | -20 | i | i | i | i | i | -2 | i | i | 0.0 | i
O=C(Nc1ccc(Cl)cc1)Nc1cc([N+](=O)[O-])ccc1F | -1 | i | i | i | i | i | -5 | i | i | 0.2 | i
O=C(Nc1cccc(NC(=O)C2C3CC4OC(=O)C2C4C3)c1)c1ccccc1 (stereo not drawn) | -3 | i | i | i | i | i | -2 | i | i | 0.1 | i
Cc1ccccc1NS(=O)(=O)c1ccc(C(=O)N2CCCC(C(F)(F)F)C2)cc1 (stereo not drawn) | -11 | i | i | i | i | i | 14 | i | i | -56 | i
CNC(=O)COc1ccc(Cl)c2cccnc12 | -4 | i | i | i | i | i | -4 | i | i | -0.3 | i
COc1ccc(Cl)c2c1[nH]c1nc(SCc3ccccn3)nnc12 | 13 | i | i | i | i | i | 27 | i | i | 4.2 | i

(next part)
SMILES | Platelet DG rel | MrgX1 ag | MrgX1 allo act | TRPC6 act | RGS4 block | RGS4 pot | SKKanGAS inh | TRPC6 inhibitor | MrgX1 antag | HIF activator | TRPC4 inh
CCOC(=O)Cn1cc(C#N)c(=O)[nH]c1=O | 19 | i | i | i | i | i | 3 | i | i | 0.0 | i
Cc1nn(Cc2ccccc2Cl)c(C)c1NC(=O)CCCn1nc(C)c([N+](=O)[O-])c1C | 3 | i | i | i | i | i | 3 | i | i | -0.5 | i
CC1CCN(C(=O)CN2C(=O)c3cccc4cccc(c34)C2=O)CC1 | 10 | i | i | i | i | i | -2 | i | i | 0.1 | i
Cc1nc(NC(=O)CSc2nc3cccnc3n2C2CCCCC2)sc1C | -2 | i | i | i | i | i | 22 | i | i | -1.4 | i
COc1ccc(/C=C(/NC(=O)c2ccc(OC)cc2)C(=O)NCCc2c[nH]c3ccccc23)cc1 | 12 | i | i | i | i | i | -13 | i | i | -0.2 | i
COc1cccc(N/C(C)=C/C(=O)c2ccc(Br)cc2)c1 | 5 | i | i | i | i | i | -13 | i | i | 1.3 | i
COc1cc2c(c(OC)c1OC)-c1c(cc3c(c1OC)OCO3)C1OC2[C@@H](C)[C@H]1C (stereo partly drawn) | -1 | i | i | i | i | i | 0 | i | i | -1.6 | i
CN(Cc1ccccc1)c1cc(Cl)nc(N)n1 | -3 | i | i | i | i | i | -15 | i | i | -0.6 | i
COc1cccc(C(=O)NC(=S)Nc2ccc([N+](=O)[O-])cc2C)c1 | 3 | i | i | i | i | i | -2 | i | i | 0.5 | i
CCOc1ccc(CCNC(=O)Cc2nn[nH]n2)cc1OCC | 5 | i | i | i | i | i | -2 | i | i | 0.0 | i
